S100A4 MyoIIA: inhibitors of human S100A4 binding to myosin IIA peptide. P26447. S100A4/TAMRA-MyoIIA peptide fluorescence polarization. inhibition, % at 10.7 µM. 0.14% of 360,000 active;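 active = mean inhibition of at least 70% across replicates, with every replicate also reaching that level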
Target sequence (P26447 whole entry, looked up): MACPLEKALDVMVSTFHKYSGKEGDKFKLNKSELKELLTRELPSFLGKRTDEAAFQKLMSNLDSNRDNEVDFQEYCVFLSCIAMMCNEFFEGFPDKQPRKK
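incubation = readout 5 min after mixing, signal stable up to 60 min | system = S100A4 monomer protein | buffer or medium = HEPES pH 7.2 with CaCl2, KCl, NaCl, DTT, Triton | benchmarks = neutral control DMSO, positive control TFP | also added = fluorescent myosin IIA peptide, 5 nM | compound dosing = one concentration per compound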
Xi reactivation: reactivates the inactive X chromosome in mouse fibroblasts; XiGFP mouse fibroblasts, % GFP-positive cells imaging, 3 d; cells co-treated with 5-aza-dC sensitizer; scaled so ellipticine positive control = 100%; activation, % at 7.58 µM; 0.055% of 360,000 active; AID 743238;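 active = mean normalized replicate activation at least 10% and every replicate at or above 10%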;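 also: 0% = median of on-plate neutral control wells and 100% = ellipticine 6 µM median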
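System: SV40-immortalized XiGFP fibroblast cells, line 68-5-11 / Incubation: 3-day compound exposure, then 15 min fixation at room temperature / Compound: single concentration per compound, delivered by pin transfer / Buffer or medium: DMEM plus 5-aza-dC sensitizer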
RAD54 branch: blocks human RAD54 Holliday junction branch migration; 0.14% of 360,000 active; inhibition, % at 10.4 µM; FAM/BHQ fluorescence; Q92698; AID 602329;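 active = mean normalized replicate activity at least 40 and at least half of replicates scoring 40 or more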;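 also: 0% = median of neutral control wells and 100% = median of positive control wells; inhibitors cause a drop in the FAM fluorescence signal; in these data hits start at about 50%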
RAD52 anneal inh: blocks human RAD52 DNA annealing; recombinant RAD52 DNA annealing, FRET fluorescence; AID 651710; inhibition, % at 18.7 µM; 0.46% of 360,000 active; P43351;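 active = every replicate showing at least 50% inhibition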
ERAP1 HTS inh: ERAP1 (human) enzyme inhibition; 0.15% of 340,000 active; AID 652197; recombinant ERAP1, Leu-AMC fluorescence, 60 min; inhibition, % at 10.7 µM; Q9NZ08;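 active = mean replicate inhibition of at least 30%, or all replicates individually reaching that 30% level; inactive = mean below 30% and not every replicate reaching it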;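 also: 0% = neutral control wells and 100% = L-leucinethiol positive control wells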
Target sequence (Q9NZ08 whole entry, looked up): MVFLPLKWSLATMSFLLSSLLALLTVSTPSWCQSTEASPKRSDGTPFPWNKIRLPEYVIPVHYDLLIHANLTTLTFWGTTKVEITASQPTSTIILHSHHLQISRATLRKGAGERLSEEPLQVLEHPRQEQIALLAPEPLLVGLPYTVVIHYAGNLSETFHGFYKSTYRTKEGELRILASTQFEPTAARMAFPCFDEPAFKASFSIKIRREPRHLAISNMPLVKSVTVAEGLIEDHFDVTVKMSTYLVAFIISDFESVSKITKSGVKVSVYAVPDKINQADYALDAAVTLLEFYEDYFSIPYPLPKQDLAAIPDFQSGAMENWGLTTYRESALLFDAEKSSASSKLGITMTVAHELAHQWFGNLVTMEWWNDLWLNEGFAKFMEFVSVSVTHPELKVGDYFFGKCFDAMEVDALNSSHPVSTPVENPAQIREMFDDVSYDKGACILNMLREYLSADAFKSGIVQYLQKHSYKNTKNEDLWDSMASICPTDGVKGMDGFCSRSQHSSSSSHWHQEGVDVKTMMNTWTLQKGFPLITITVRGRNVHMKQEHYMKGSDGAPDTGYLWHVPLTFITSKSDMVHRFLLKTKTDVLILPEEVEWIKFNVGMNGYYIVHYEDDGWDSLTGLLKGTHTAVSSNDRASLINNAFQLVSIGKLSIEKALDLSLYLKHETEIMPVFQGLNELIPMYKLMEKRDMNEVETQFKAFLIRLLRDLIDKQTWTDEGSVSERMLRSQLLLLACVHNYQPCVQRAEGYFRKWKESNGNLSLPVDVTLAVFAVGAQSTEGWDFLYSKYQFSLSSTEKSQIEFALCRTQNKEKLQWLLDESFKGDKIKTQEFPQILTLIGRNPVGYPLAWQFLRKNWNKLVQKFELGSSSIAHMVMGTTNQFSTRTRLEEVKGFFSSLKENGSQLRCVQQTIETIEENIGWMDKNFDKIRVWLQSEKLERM
ERp5 inh: inhibitors of human ERp5. ERp5 insulin aggregation, absorbance 650 nm, 90 min. 0.05% of 350,000 active. inhibition, % at 9.99 µM;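 active = mean replicate inhibition above about 25%, with every replicate also reaching it, limit read from the data, passing the limit was not always enough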
E-selectin induc: induces E-selectin expression in human endothelial cells; AID 686992; HUVEC E-selectin immunofluorescence imaging; normalized: neutral wells 0, TNF-alpha wells 100; activation, % at 7.58 µM; 0.37% of 260,000 active;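 active = mean E-selectin-positive cell signal at least 10% of the positive control, reached in at least 60% of replicates, without over 20% cell loss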;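 also: in these data hits start at about 27%; measured in HUVEC primary endothelial cells; signal is the percent of cells scored E-selectin positive by PE staining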
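material = human umbilical vein endothelial cells (HUVEC), E-selectin induction | quantity = 3,000 cells/well | medium = EGM-2 growth medium on 0.1% gelatin-coated wells | technique = immunofluorescence imaging | read-out basis = % PE-positive cells | control set = TNF-alpha positive control, DMSO neutral control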
esBAF inh: inhibitors of esBAF chromatin remodeling in mouse ES cells | Bmi1-luciferase knock-in reporter, 24 h; 100% = twice the neutral-well signal | reporter increase, % at 12.5 µM | 2% of 350,000 active | AID 602393; in the data active = activation above about 40%;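 also: 0% = median of the plate's neutral control wells and 100% = double that signal; a rise in the Bmi1 reporter signal indicates esBAF inhibition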
The depositor's hits bear a star.

`Fc1ccc(OCCn2cnc(Cl)c2Cl)cc1` gave S100A4 MyoIIA 5, RAD52 anneal inh -8, ERp5 inh 1, E-selectin induc -0.4 and esBAF inh 1.
`COc1cc(OC)cc(-c2cc3ccc(OC)cc3cn2)c1` gave S100A4 MyoIIA 0, Xi reactivation 0.6, RAD54 branch 6, RAD52 anneal inh -54, ERAP1 HTS inh 3, ERp5 inh -1 and esBAF inh 24.
Cc1cccc(CN(C)C[C@@H]2OCc3cnnn3CCCC(=O)N([C@H](C)CO)C[C@@H]2C)c1 was read as S100A4 MyoIIA 4, Xi reactivation 0.4, RAD54 branch 12, RAD52 anneal inh -1, ERAP1 HTS inh 1, ERp5 inh 0, E-selectin induc -0.2 and esBAF inh 0.
Screening O=C(NC1CCCc2c1cnn2-c1cc(F)cc(F)c1)c1ccncc1 (configuration not stated) returned S100A4 MyoIIA 1, Xi reactivation 0.1, RAD54 branch -9, RAD52 anneal inh -5, ERAP1 HTS inh -4, ERp5 inh 3 and esBAF inh -3.
CCOC(=O)c1cc(-c2ccccc2)n(CC(=O)NC(C)(C)C)c1C was read as S100A4 MyoIIA 23, Xi reactivation 0.0, RAD52 anneal inh -5, ERAP1 HTS inh 1 and ERp5 inh 5.
Screening CCCCN(CC)C(=O)c1ccc(-c2ccccc2)cc1 returned S100A4 MyoIIA 4, Xi reactivation -0.1, RAD54 branch -5, RAD52 anneal inh 12, ERAP1 HTS inh 3, ERp5 inh -7 and esBAF inh 2.
CCC(=O)N1[C@H](CO)[C@H](c2ccc(-c3cccc(OC)c3)cc2)[C@H]1CNC(C)=O was read as S100A4 MyoIIA -7, Xi reactivation 0.2, RAD52 anneal inh -16, ERAP1 HTS inh 0, ERp5 inh -1 and E-selectin induc 0.6.
`O=C(NC1CCS(=O)(=O)C1)c1ccc(N2CCCCC2)c([N+](=O)[O-])c1` (configuration not stated) gave S100A4 MyoIIA -2, Xi reactivation 1.9, RAD54 branch -7, RAD52 anneal inh -11, ERAP1 HTS inh -3, ERp5 inh -20, E-selectin induc -0.5 and esBAF inh -2.
For Cc1ccc(S(=O)(=O)CCC(=O)N2CCN(c3ccccc3F)CC2)cc1 the results were S100A4 MyoIIA -5, Xi reactivation 0.0, RAD54 branch 3, RAD52 anneal inh -10, ERAP1 HTS inh 5, ERp5 inh -12 and esBAF inh 4.
COc1cccc(C(=O)c2c(C)c(CCC#N)n3ccccc23)c1 was read as S100A4 MyoIIA -16, Xi reactivation -0.3, RAD54 branch -8, RAD52 anneal inh -28, ERAP1 HTS inh 4, ERp5 inh -6, E-selectin induc 0.9 and esBAF inh -2.
`O=C(c1cc(-c2ccccc2Cl)nc2ccc(Br)cc12)N1CCN(c2ccccn2)CC1` gave S100A4 MyoIIA 1, Xi reactivation 0.0, RAD54 branch -6, RAD52 anneal inh -11, ERAP1 HTS inh -4, ERp5 inh -1, E-selectin induc 0.1 and esBAF inh -4.
`COC(=O)c1ccccc1NC(=O)CNc1ccc(F)c(S(=O)(=O)N2CCOCC2)c1` gave S100A4 MyoIIA 0, Xi reactivation 0.8, RAD54 branch 0, RAD52 anneal inh 3, ERAP1 HTS inh 1, ERp5 inh 4 and esBAF inh -2.
`O=C(O)c1ccc(/C=N/NC(=O)c2ccc(F)cc2)cc1` gave S100A4 MyoIIA 7, Xi reactivation -0.2, RAD54 branch -9, RAD52 anneal inh 1, ERAP1 HTS inh -2 and ERp5 inh 0.
Screening Cc1ccc(SC[C@H](C)CN2CC[C@H](C)CCC2=O)cc1 returned S100A4 MyoIIA -9, Xi reactivation 0.5, RAD54 branch -14, RAD52 anneal inh -12, ERAP1 HTS inh -1, ERp5 inh -4, E-selectin induc 0.5 and esBAF inh 7.
Screening O=C(C[C@@H]1CC[C@H]2[C@@H](COC[C@H](O)CN2C(=O)c2ccccc2F)O1)NCc1ccc(-c2ccccc2)cc1 returned S100A4 MyoIIA -30, Xi reactivation 0.3, RAD54 branch -4, RAD52 anneal inh -115, ERAP1 HTS inh 1, ERp5 inh 1, E-selectin induc 0.2 and esBAF inh 4.
For C/C=C/c1cnc2c(c1)C(=O)N([C@@H](C)CO)C[C@H](C)[C@H](CN(C)Cc1ccc3c(c1)OCO3)O2 the results were S100A4 MyoIIA 5, Xi reactivation -0.7, RAD54 branch 5, RAD52 anneal inh -1, ERAP1 HTS inh 2, ERp5 inh 4, E-selectin induc 0.7 and esBAF inh -3.
Screening O=C(c1ccccn1)N1C[C@H]2[C@@H](c3ccccc31)[C@H](CO)N2C(=O)Cc1ccccc1 returned S100A4 MyoIIA -4, Xi reactivation 0.4, RAD54 branch -12, RAD52 anneal inh -6, ERAP1 HTS inh -2, ERp5 inh -6, E-selectin induc -0.3 and esBAF inh 1.
`CC1(c2ccccc2)NC(=O)N(CC(=O)NCc2cccc(Cl)c2)C1=O` (configuration not stated) gave S100A4 MyoIIA -2, Xi reactivation 0.0, RAD54 branch 0, RAD52 anneal inh -12, ERAP1 HTS inh 1, ERp5 inh -5 and esBAF inh -7.
CCCC(=O)N1CCCC1(C)C(=O)Nc1ccc2c(c1)CCN2C(C)=O (configuration not stated) was read as S100A4 MyoIIA 2, Xi reactivation -0.1, RAD54 branch -6, RAD52 anneal inh -7, ERAP1 HTS inh 0, ERp5 inh 1, E-selectin induc 1.9 and esBAF inh -1.
For C[C@@H]1CN([C@H](C)CO)C(=O)c2cc(-c3ccc(F)cc3)cnc2O[C@@H]1CN(C)C(=O)NC1CCCC1 the results were S100A4 MyoIIA -10, Xi reactivation -1.0, RAD54 branch -2, RAD52 anneal inh -2, ERAP1 HTS inh -1, ERp5 inh 5, E-selectin induc 0.9 and esBAF inh 9.
Cc1cc(NC(=O)CSc2nc3c(c(=O)n2Cc2ccccc2)SC(C)C3)no1 (configuration not stated) was read as S100A4 MyoIIA 4, Xi reactivation 0.3, RAD54 branch 2, RAD52 anneal inh -7, ERAP1 HTS inh -1, ERp5 inh 1, E-selectin induc 0.1 and esBAF inh 46*.
`Cc1ccc(-c2ccc3c(c2)O[C@H](CN(C)Cc2cccc(C(=O)O)c2)[C@@H](C)CN([C@H](C)CO)S3(=O)=O)cc1` gave S100A4 MyoIIA 14, Xi reactivation -0.8, RAD54 branch 5, RAD52 anneal inh 3, ERAP1 HTS inh 0, ERp5 inh 7, E-selectin induc 0.0 and esBAF inh -3.
COc1ccccc1NC(=O)N1CC(=O)N2[C@H](CO)[C@H](c3ccc(-c4ccccc4)cc3)[C@@H]2C1 was read as S100A4 MyoIIA 10, Xi reactivation 0.1, RAD52 anneal inh -3, ERAP1 HTS inh 0, ERp5 inh 12 and E-selectin induc 0.1.
`Cn1c(=O)c2cc3c(nc2n(C)c1=O)CC(c1ccccc1)CC3=O` (configuration not stated) gave S100A4 MyoIIA 5, Xi reactivation 0.0, RAD54 branch 4, RAD52 anneal inh -16, ERp5 inh 3 and esBAF inh 3.
`O=C(NCCc1c[nH]c2ccccc12)c1ccc([N+](=O)[O-])cc1` gave S100A4 MyoIIA 2, Xi reactivation 0.1, RAD52 anneal inh -11, ERAP1 HTS inh 4 and ERp5 inh -3.
COCC(=O)NC[C@@H]1[C@H](c2ccccc2)[C@@H](CO)N1C(=O)c1ccccc1 was read as S100A4 MyoIIA -12, Xi reactivation 0.0, RAD54 branch 4, RAD52 anneal inh 2, ERAP1 HTS inh 1, ERp5 inh -7, E-selectin induc 0.0 and esBAF inh 2.
CCOc1ccc(S(=O)(=O)N2CCOCC2)cc1NC(=O)CSCc1c(C)noc1C was read as S100A4 MyoIIA -3, Xi reactivation -0.1, RAD52 anneal inh -41, ERAP1 HTS inh 5, ERp5 inh 1 and E-selectin induc 1.2.
Screening CCCC#Cc1ccc([C@H]2[C@@H](CO)N3CCCCN(Cc4ccncc4)C[C@H]23)cc1 returned S100A4 MyoIIA -5, Xi reactivation 0.0, RAD54 branch 9, RAD52 anneal inh -5, ERAP1 HTS inh 1, ERp5 inh -4, E-selectin induc 0.9 and esBAF inh 3.
Screening CC(C)NC(=O)N1[C@@H](CO)[C@@H]2c3ccccc3N(C(=O)Nc3ccccc3)C[C@@H]21 returned S100A4 MyoIIA 1, Xi reactivation 0.0, RAD54 branch -9, RAD52 anneal inh -2, ERAP1 HTS inh -1, ERp5 inh 1, E-selectin induc 0.1 and esBAF inh 18.
For Cc1ccc(CC(=O)NCc2cccnc2)cc1 the results were S100A4 MyoIIA -2, Xi reactivation 0.2, RAD52 anneal inh -2, ERAP1 HTS inh -2 and ERp5 inh 6.
For Cc1c(C(=O)OCC(=O)NC(=O)NC2CCCCC2)cccc1[N+](=O)[O-] the results were S100A4 MyoIIA -11, Xi reactivation 2.0, RAD54 branch 9, RAD52 anneal inh -14, ERAP1 HTS inh -9, ERp5 inh -2 and esBAF inh 0.
Screening O=C(O)/C=C/C(=O)Nc1cc(F)ccc1F returned S100A4 MyoIIA -1, Xi reactivation 0.0, RAD54 branch -1, RAD52 anneal inh -14, ERp5 inh 3, E-selectin induc -0.1 and esBAF inh 1.
`COc1ccc(NC(=O)CCN2CCN(S(=O)(=O)c3ccc(Br)cc3)CC2)cc1` gave S100A4 MyoIIA 2, Xi reactivation 0.1, RAD54 branch -12, RAD52 anneal inh -16, ERAP1 HTS inh -5, ERp5 inh -1, E-selectin induc -0.4 and esBAF inh 2.
For O=C1N[C@@H](c2ccccc2)COC(=O)[C@@H](Cc2ccc(F)cc2)CC/C=C/C[C@@H]1CC(=O)N(CCO)Cc1ccccc1 the results were S100A4 MyoIIA -2, Xi reactivation 0.0, RAD54 branch -2, RAD52 anneal inh 1, ERp5 inh 8, E-selectin induc 0.7 and esBAF inh 5.
COC(=O)CCN(C(=O)c1cccc([N+](=O)[O-])c1)c1ccccn1 was read as S100A4 MyoIIA 14, Xi reactivation 0.6, RAD52 anneal inh 7, ERAP1 HTS inh 2, ERp5 inh 3 and E-selectin induc 1.7.
For COc1ccccc1-c1cn(CC[C@@H]2CC[C@@H](NC(=O)CCN3CCCCC3)[C@H](CO)O2)nn1 the results were S100A4 MyoIIA -9, Xi reactivation -0.2, RAD54 branch 3, RAD52 anneal inh 5, ERAP1 HTS inh 13, ERp5 inh 17, E-selectin induc 0.5 and esBAF inh -1.
For Cc1ccc(NC(=S)N/N=C2\CCCCC2C)cc1 (configuration not stated) the results were S100A4 MyoIIA -3, Xi reactivation 0.2, RAD52 anneal inh -17, ERAP1 HTS inh 8, ERp5 inh 7 and E-selectin induc 2.9.
Screening Cc1ccc(S(=O)(=O)n2ccc(=O)[nH]2)cc1 returned S100A4 MyoIIA 7, Xi reactivation 0.0, RAD54 branch 4, RAD52 anneal inh -9, ERAP1 HTS inh 1, ERp5 inh 0, E-selectin induc 0.2 and esBAF inh -3.
`O=C1NC[C@H](CCCCN2C[C@H](Cc3ccc(O)cc3)N(Cc3ccccc3)C(=O)C2=O)N(CC2CCCCC2)C1=O` gave S100A4 MyoIIA -2, Xi reactivation -0.1, RAD52 anneal inh 6, ERAP1 HTS inh 4, ERp5 inh 2 and E-selectin induc 1.2.

Of the compounds above, these have two or more sulfur atoms.
Cc1cc(NC(=O)CSc2nc3c(c(=O)n2Cc2ccccc2)SC(C)C3)no1 (configuration not stated) was read as S100A4 MyoIIA 4, Xi reactivation 0.3, RAD54 branch 2, RAD52 anneal inh -7, ERAP1 HTS inh -1, ERp5 inh 1, E-selectin induc 0.1 and esBAF inh 46*.
CCOc1ccc(S(=O)(=O)N2CCOCC2)cc1NC(=O)CSCc1c(C)noc1C was read as S100A4 MyoIIA -3, Xi reactivation -0.1, RAD52 anneal inh -41, ERAP1 HTS inh 5, ERp5 inh 1 and E-selectin induc 1.2.

Source: PubChem (Broad Institute)
